Screening data (PubChem)
PP5 primary: inhibitors of human protein phosphatase 5 (PP5). P53041. purified PP5c, OMFP substrate fluorescence. inhibition, % at 6.7 µM. hit rate 0.18% among 320,000. AID 1987;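 active means inhibition above the campaign's mean inhibition across all tested compounds plus 3 SD, cut at about 9.5% in these data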;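 further: 0% = DMSO only and 100% = 100 µM cantharidin control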
proCasp3 act: activates human procaspase-3. AID 463141. hit rate 0.11% among 330,000. recombinant procaspase-3 D3A, Ac-DEVD-pNA absorbance 405 nm. activation, % at 8.5 µM. P42574;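 active means activation above the mean of all tested compounds plus 3 SD, cut at about 21% in these data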;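 further: 0% = DMSO alone and 100% = DMSO wells spiked with extra 5 µM PC-3 D3A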
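material = Procaspase-3 D3A mutant | probe or stimulus = Ac-DEVD-pNA | compound = single dose, 8.5 µM nominal compound, 0.8% DMSO | timing = 1 h preincubation, 2 h reaction | measured by = 405 nm absorbance of p-nitroaniline, reads at 0 and 120 min | benchmarks = DMSO-only low control, 5 µM PC-3 D3A high control | repeats = singlicate, each compound tested once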
GASC-1 inh: inhibitors of human GASC-1 (JMJD2C) demethylase. Q9H3R0. GST-JMJD2C(1-420) H3K9me3 demethylation, DELFIA europium. inhibition, % at 2.35 µM. hit rate 0.069% among 330,000. AID 2099;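 active means more than half of a compound's replicate wells show inhibition beyond 50%, single wells judged on their own value; inconclusive means some, but no more than half, of replicates pass 50% inhibition; inactive means no replicate passes 50% inhibition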;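 further: signal counts dimethyl H3K9 product captured on neutravidin plate; 0% = median of DMSO wells and 100% = 0.3 times that DMSO median; strong numbers were not always called active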
Target sequence (Q9H3R0 1-420 limits assumed): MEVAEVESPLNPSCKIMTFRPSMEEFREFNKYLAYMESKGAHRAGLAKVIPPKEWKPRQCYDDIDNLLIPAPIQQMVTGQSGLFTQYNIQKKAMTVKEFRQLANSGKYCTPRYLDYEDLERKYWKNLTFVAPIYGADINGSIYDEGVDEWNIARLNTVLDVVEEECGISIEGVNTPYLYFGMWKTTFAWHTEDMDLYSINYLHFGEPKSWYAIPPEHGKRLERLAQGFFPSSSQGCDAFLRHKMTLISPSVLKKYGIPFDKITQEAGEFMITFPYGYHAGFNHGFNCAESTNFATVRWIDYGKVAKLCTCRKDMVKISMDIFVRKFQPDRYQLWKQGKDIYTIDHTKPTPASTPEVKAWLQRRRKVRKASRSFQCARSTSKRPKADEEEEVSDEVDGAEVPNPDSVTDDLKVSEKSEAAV
TPT1 inh: blocks Candida albicans tRNA 2'-phosphotransferase; inhibition, % at 5 µM; hit rate 0.81% among 300,000; recombinant caTPT1, FP RNA substrate dephosphorylation;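 active means inhibition above the mean of all tested compounds plus 3 SD, set per screening campaign, cut at about 24% in these data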;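 further: plate controls were DMSO alone for no effect and ferristatin control at 100 nM for full effect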
CTSL1 counter: cathepsin L1 inhibition, PFM18AAP counter-screen. hit rate 0.49% among 300,000. recombinant F. hepatica cathepsin L1, Z-Leu-Arg-MCA fluorescence. inhibition, % at 5.96 µM;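 active means inhibition above the mean of all tested compounds plus 3 SD, set per screening campaign, cut at about 17% in these data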;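 further: 0% = plate median of test compound wells and 100% = 1 µM Z-Phe-Ala-diazomethylketone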
proCasp7 act: counter-screen for procaspase-3 activators: activators of human procaspase-7. P55210. recombinant procaspase-7, Ac-DEVD-pNA absorbance 405 nm; D23A/D198A/D206A triple mutant, cannot self-cleave; scale: DMSO 0, 5 µM enzyme 100. activation, % at 8.5 µM. hit rate 0.093% among 330,000. AID 463210;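 active means percent activation above the screen-wide mean plus 3 SD, cut at about 25% in these data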
Target sequence (P55210 whole entry D23A/D198A/D206A): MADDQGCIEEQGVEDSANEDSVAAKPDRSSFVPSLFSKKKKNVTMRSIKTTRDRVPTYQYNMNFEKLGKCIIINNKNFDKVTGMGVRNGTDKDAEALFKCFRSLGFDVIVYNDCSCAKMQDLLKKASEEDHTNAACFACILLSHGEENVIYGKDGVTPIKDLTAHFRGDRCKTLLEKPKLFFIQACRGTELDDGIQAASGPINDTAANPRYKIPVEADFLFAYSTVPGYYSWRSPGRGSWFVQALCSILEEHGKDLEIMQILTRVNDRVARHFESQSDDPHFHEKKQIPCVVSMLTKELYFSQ
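signal = Epi-absorbance of released pNA at 405 nm, two timepoints | assay system = Uncleavable procaspase-7 mutant enzyme | reagent = Ac-DEVD-pNA substrate, 400 µM as added | times = 1 h enzyme–compound preincubation and 2 h substrate reaction, both 25 °C | benchmarks = low DMSO alone, high DMSO plus 5 µM PC-7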
PP1 counter: counter-screen for PP5 inhibitors: inhibitors of human PP1-alpha. P62136. purified PP1alpha, OMFP fluorescence. inhibition, % at 6.7 µM. hit rate 0.9% among 320,000;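 active means inhibition above the mean inhibition of all tested compounds plus 3 SD, computed separately for each screening campaign, cut at about 15% in these data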
Target sequence (P62136 whole entry, looked up): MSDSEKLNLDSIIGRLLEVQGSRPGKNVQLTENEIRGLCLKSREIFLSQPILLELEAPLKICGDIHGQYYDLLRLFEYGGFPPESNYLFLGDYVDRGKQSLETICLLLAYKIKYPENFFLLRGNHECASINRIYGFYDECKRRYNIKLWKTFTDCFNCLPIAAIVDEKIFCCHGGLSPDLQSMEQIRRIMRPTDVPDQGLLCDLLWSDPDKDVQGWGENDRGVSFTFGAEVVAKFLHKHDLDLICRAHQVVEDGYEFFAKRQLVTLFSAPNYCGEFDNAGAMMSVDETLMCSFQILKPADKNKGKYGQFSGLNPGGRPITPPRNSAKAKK
Efflux pump inh: inhibitors of Candida antifungal efflux pumps expressed in yeast | S. cerevisiae Candida pump triplex, Nile Red efflux | inhibition, % at 10 µM | hit rate 0.44% among 330,000 | AID 485275;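 active means plate passing quality check with inhibition over a set limit, or well fluorescence over plate mean plus 4 SD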;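 further: Nile Red retained in pooled yeast measured as flow cytometry median fluorescence; 0% = buffer negative control and 100% = Enniatin B positive control; higher means more Nile Red kept so more efflux inhibition; some compounds called inactive have numbers as strong as hits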
core dimer inh: blocks dimerization of HCV core protein; TR-FRET GST/Flag-core106 dimerization, 1536-well; inhibition, % at 5 µM; hit rate 0.33% among 300,000; AID 1899;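 active means inhibition above the mean of all tested compounds plus 3 SD, set per screening campaign, cut at about 45% in these data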
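Material: GST/Flag-tagged HCV core106 proteins. Incubation: 4 h, 22.5 °C incubation. Read-out basis: inhibition (%) from 671 over 617 nm ratio. Measured by: TR-FRET, excitation 340 nm, emission 617 and 671 nm.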
* = called active by the depositor; i = inactive; ? = inconclusive; nt = not tested or not shown.

SMILES	PP5 primary	proCasp3 act	GASC-1 inh	TPT1 inh	CTSL1 counter	proCasp7 act	PP1 counter	Efflux pump inh	core dimer inh
CCCOC(=O)C(=O)NNc1ccccc1	2.4	-3	-6	1	1	-3	-1	0.0	0
O=C(O)CCC1(CCC(=O)O)c2ccccc2-c2ccccc21	1.4	-10	25	0	-1	0	-1	-0.2	0
CCOc1ccc(OCC)c(NC(=O)CSc2nnc(Cn3cnc4ccccc43)n2C)c1	1.2	1	-7	-4	-2	6	-1	0.0	-3
CCCCn1c(Cc2ccccc2)n[nH]c1=S	1.8	-7	4	-2	-6	-9	-5	0.0	1
COC(=O)CCC(=O)OC1(C)C(=O)C2=COC(c3ccc(OC)cc3)=CC2=C(Br)C1=O (stereo unspecified)	-1.1	3	3	6	-6	-7	0	0.1	41
O=C(Cn1[nH]c(=O)c2ccccc2c1=O)OCC(=O)N1CCCc2ccccc21	-2.4	7	i	3	-30	6	-3	-0.1	7
COc1ccc(C2=C(CC(=O)O)C(=O)CC2)cc1	2.0	-5	-3	-2	-1	10	-2	0.5	-4
Cc1ccc(S(=O)(=O)Nc2ccc(C(=O)NCc3ccncc3)cc2)cc1	-0.7	1	-7	-1	-2	9	-3	0.1	4
COc1ccc(C(=O)NCc2cc3ccccc3n2C)cc1	3.2	-1	-7	1	-2	-7	-2	0.3	0
Cc1[nH]n(-c2cccc3ccccc23)c(=O)c1/C=N/NC(=O)c1cccc([N+](=O)[O-])c1	2.7	-3	15	1	6	2	12	-0.2	1
N#Cc1nc(COc2ccc(F)cc2)oc1NCCCn1ccnc1	-0.7	4	2	7	-2	2	-2	0.2	0
COc1ccccc1NCc1cc(=O)oc2c(C)c(O)ccc12	2.5	-10	8	-2	0	-2	1	0.0	11
COC(=O)CCCC(=O)N1CCCC(CCC(=O)NCc2ccc(F)c(F)c2)C1 (stereo unspecified)	2.6	3	0	-5	0	-3	-3	0.0	-4
COc1ccccc1NC(=O)COC(=O)C1CCCC1	nt	4	-8	nt	nt	14	nt	-0.1	nt
N#CC1=C(N)SC(N)=C(C#N)C1c1cccc(O)c1	0.2	-19	16	100*	8	-26	-1	-0.1	11
C/C(=C\c1ccccc1)CN1CCN(Cc2ccc(C)o2)C(CCO)C1 (stereo unspecified)	-0.9	1	-41	-2	1	5	-3	0.1	-3
COc1ccc2nc3ccccc3nc2c1NC(=O)c1ccccc1Cl	3.3	-4	-12	-4	1	6	-2	0.1	-36
CCOc1ccc(NC(=O)CC2C(=O)N(c3ccccc3)C(=S)N2Cc2ccccn2)cc1 (stereo unspecified)	4.2	0	-20	-1	8	-8	3	-0.2	-5
COc1ccc(-n2c(SCC(=O)Nc3ccccc3)nnc2-c2ccoc2C)cc1	2.6	12	6	-2	-1	-15	9	0.0	13
CCOc1ccc(NC(=S)N(CCc2c(C)[nH]c3ccccc23)Cc2ccco2)cc1	3.0	-1	13	-2	-4	-1	0	0.2	11

Some of the entries so far, with each value named:
> CCCOC(=O)C(=O)NNc1ccccc1
  PP5 primary: 2.4
  proCasp3 act: -3
  GASC-1 inh: -6
  TPT1 inh: 1
  CTSL1 counter: 1
  proCasp7 act: -3
  PP1 counter: -1
  Efflux pump inh: 0.0
  core dimer inh: 0
> O=C(O)CCC1(CCC(=O)O)c2ccccc2-c2ccccc21
  PP5 primary: 1.4
  proCasp3 act: -10
  GASC-1 inh: 25
  TPT1 inh: 0
  CTSL1 counter: -1
  proCasp7 act: 0
  PP1 counter: -1
  Efflux pump inh: -0.2
  core dimer inh: 0
> CCOc1ccc(OCC)c(NC(=O)CSc2nnc(Cn3cnc4ccccc43)n2C)c1
  PP5 primary: 1.2
  proCasp3 act: 1
  GASC-1 inh: -7
  TPT1 inh: -4
  CTSL1 counter: -2
  proCasp7 act: 6
  PP1 counter: -1
  Efflux pump inh: 0.0
  core dimer inh: -3
> CCCCn1c(Cc2ccccc2)n[nH]c1=S
  PP5 primary: 1.8
  proCasp3 act: -7
  GASC-1 inh: 4
  TPT1 inh: -2
  CTSL1 counter: -6
  proCasp7 act: -9
  PP1 counter: -5
  Efflux pump inh: 0.0
  core dimer inh: 1

The results go on.
SMILES	PP5 primary	proCasp3 act	GASC-1 inh	TPT1 inh	CTSL1 counter	proCasp7 act	PP1 counter	Efflux pump inh	core dimer inh
COc1ccc(CNC(=O)N2CCc3ccccc3C2)cc1Cl	2.4	2	21	-6	2	-1	2	-0.2	-13
CC(=O)Nc1cccc(C(=O)OCc2csc(CC(=O)Nc3ccccc3C)n2)c1	0.4	-3	2	nt	nt	-22	4	-0.1	nt
COc1ccc2c(c1)OC[C@H]1[C@H]2N2C(=O)c3cc(Cl)ccc3NC(=O)[C@@]2(C)[C@H]1c1ccccc1	6.1	2	-1	-1	-2	1	3	0.1	16
COc1ccccc1Cn1c(=O)oc2ccc(C)cc21	-1.6	-6	-2	-3	1	1	-1	0.1	8
CSc1ccccc1C(=O)C1CCCN(C(=O)c2csnn2)C1 (stereo unspecified)	-1.9	4	61	-3	-6	2	-3	-0.2	3
CN(C)/C(=N\S(=O)(=O)c1ccccc1)c1ccccc1	1.3	3	-8	0	5	7	-1	-0.1	-1
O=C(COC(=O)c1ccccc1Br)NCCc1ccc(F)cc1	1.2	-4	-2	1	1	0	-1	-0.1	-1
Cc1ccc(C)n1-c1ccc(N2CCOCC2)nc1	0.3	-10	-4	-5	3	-11	1	12*	-3
Oc1c(C=Nc2ccccc2Cl)[nH]c2ccccc12	-2.1	3	-20	-11	-3	5	-3	-0.1	-4
Cc1ccc(NC(=O)Cn2nnc(C(=O)Nc3ccc(C)c(C)c3)c2N)cc1	0.9	-5	9	-1	2	8	16*	0.3	3
CCOc1ccc2nc(COC(=O)c3cccc([N+](=O)[O-])c3)c(C(C)=O)[n+]([O-])c2c1	0.5	10	-3	-1	4	0	-2	0.0	0
COc1cc(C2CC(c3ccccc3)=NN2c2ccccc2)ccc1OCC(=O)O (stereo unspecified)	4.6	3	16	-3	0	0	10	-0.1	5
O=C(NCc1ccccn1)NC1CCCCC1	0.7	3	-7	-2	-5	-6	0	-0.3	-16
Cc1ccc(/C(C#N)=C\c2cn(C)c3ccccc23)cc1	2.7	-8	nt	0	1	9	4	-0.1	0
CC(NC(=O)CCOc1ccccc1)c1ccccc1 (stereo unspecified)	2.9	-6	-11	-7	-3	-7	-2	-0.1	2
CSCCC(NC(=O)c1ccc(C(C)(C)C)cc1)C(=O)O (stereo unspecified)	1.3	9	-20	1	3	-2	4	-0.1	-4
O=S(=O)(CCOc1ccccc1)N1CCOCC1	-0.7	1	7	5	5	-4	-1	0.9	3
CCn1nnnc1SCC(=O)Nc1nc(C)c(C)s1	1.0	-2	1	-1	-1	5	-5	0.1	-1
CC(Sc1nc2c([nH]c3ccccc32)c(=O)n1C)c1ccccc1 (stereo unspecified)	-1.6	6	-9	-4	10	4	-1	-0.2	-5
O=[N+]([O-])/C(=C\Nc1ccccc1)S(=O)(=O)c1ccccc1	1.8	7	4	-6	-1	-17	0	0.0	-5
c1ccc(CCN=C2CCCc3c2[nH]c2ccccc32)cc1	-2.4	-10	9	1	2	-1	-3	0.0	4
Cc1oc(-c2cccs2)nc1CN1CCN(Cc2ccc(F)c(F)c2)C(CCO)C1 (stereo unspecified)	3.8	-9	4	0	0	1	0	0.0	-3
N#CCc1nc(CSc2nc3ccccc3s2)cs1	0.8	-2	1	21	0	-17	0	0.0	9
O=C(NC1CCCCC1)C1CCN(c2ncccn2)CC1	-0.2	3	4	1	-2	2	-1	-0.1	-2
c1ccc(CSc2ncnc3c2cnn3Cc2ccccc2)cc1	3.1	0	-8	-1	5	9	8	-0.1	-2
Cc1ccc(S(=O)(=O)N2CC=C(c3ccc(F)cc3)CC2)cc1	2.8	4	3	-3	1	6	0	-0.1	5
Cc1ccc(C(=O)NC(=S)Nc2ccc(S(=O)(=O)N(C)c3ccccc3)cc2)cc1	-1.4	-5	-5	-1	-3	12	-3	0.2	17
Cc1cc(Cl)c(S(=O)(=O)NCc2cccnc2)cc1OCC(=O)NC1CCCCC1	1.6	15	-2	0	-2	10	2	-0.1	-5
O=C(O)c1ccccc1C(=O)NCCc1c(C(=O)O)[nH]c2ccc(F)cc12	0.7	10	-13	-2	1	12	-1	-0.1	0
COc1ccc(CNc2ncc(-c3ccccc3)n2C)cc1	5.4	-10	-11	3	1	2	-4	0.1	-4
CCCc1cc(=O)[nH]c(SCC(=O)c2cc(C)n(CC(F)(F)F)c2C)n1	1.1	6	-8	-2	-4	8	2	0.0	-3
CN(C)C(=O)CCCc1nc(-c2ccc(Cl)cc2)no1	0.1	10	5	-5	1	7	-5	-0.1	-3
CCCN(CCC)c1nc(N)c(C#N)c(CC#N)c1C#N	1.8	-5	-1	13	3	-6	1	-0.1	16
CCOc1ncccc1C(=O)N(C)CC(=O)Nc1ccc(F)cc1	1.0	-7	3	2	-5	-10	9	0.8	-3
O=C(NCCCN1CCOCC1)c1cc(C(=O)C2CCCCC2)c[nH]1	-0.2	8	-1	0	-2	16	-3	-0.3	-4
Cc1ccc(/C=N/n2cnc3sc(-c4ccccc4)cc3c2=O)o1	1.1	-4	-2	-82	-5	3	0	-0.1	12
Nc1cc(Cl)ccc1C(=O)OCC(=O)N1CCCCCC1	nt	2	2	nt	nt	8	nt	0.1	nt
NS(=O)(=O)c1ccc(N/C=C\C(=O)c2ccc3ccccc3c2)cc1	-1.0	-7	-6	11	5	3	14	0.6	26
CC(C)CC(NS(=O)(=O)c1ccc2[nH]c(=O)c(=O)[nH]c2c1)C(=O)O (stereo unspecified)	2.7	0	4	5	1	5	-4	0.1	-4
CSc1nc(NS(=O)(=O)c2ccc(F)cc2F)nn1C	-1.8	2	2	0	-1	2	-2	-0.2	5
COc1ccc(C(=O)Oc2ccc(-c3nnco3)cc2)cc1S(=O)(=O)N1CCOCC1	1.1	-11	-1	-4	-2	-2	3	-0.2	-5
Nc1nc(N2CCN(c3ccc(Cl)cc3)CC2)n[nH]1	-0.6	-4	7	-1	-4	4	-2	0.0	0
Cc1cccc(C(=O)NCCNC(=O)c2cnccn2)c1	-1.3	-10	-5	2	-9	0	-4	0.2	-8
Cc1csc(SCC(=O)NC(=O)NC(C)C)n1	-0.6	3	-25	-4	2	15	-3	-0.1	-4
Cc1ccc(/C=C/C(=O)NCCCN2CCN(CCCNC(=O)/C=C/c3ccc(C)cc3)CC2)cc1	-0.5	7	1	1	0	9	1	0.0	-3
O=C(Nc1ccc(OCc2ccccc2)cc1)c1cccs1	-2.0	3	2	1	4	6	1	-0.1	2
O=C(COC(=O)CCCc1nc2ccccc2s1)Nc1ncc(Cl)cc1Cl	-0.8	-1	0	0	-13	-5	2	0.6	21
Cc1ccc2nsnc2c1S(=O)(=O)NCc1ccncc1	1.3	10	5	-1	1	3	-3	0.0	-5
CCN1C(=O)c2cccc3c(S(=O)(=O)Nc4ccncc4)ccc1c23	1.6	2	?	-3	-4	0	2	-0.1	-2
